TRPM1 prom inh – reduces MITF-dependent TRPM1 promoter luciferase signal; SK-MEL-5 TRPM1 promoter luciferase, 24 h; inhibition, % at 12.5 µM; 0.83% of 330,000 active; AID 488899;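 active = mean inhibition across replicates of 60% or more, whatever share of single replicates reaches that level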; also: values of inactives mirror those of a sister screen read the other way
PDI turbidity – PDI (human) enzyme inhibition | PDI insulin aggregation turbidity, A650, 90 min | inhibition, % at 10 µM | 0.052% of 350,000 active | AID 588391;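 active = mean inhibition across replicates of 30% or more, whatever share of single replicates reach that level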;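 also: absorbance from insulin aggregation driven by PDI reduction with DTT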
Target sequence (P07237 whole entry, looked up): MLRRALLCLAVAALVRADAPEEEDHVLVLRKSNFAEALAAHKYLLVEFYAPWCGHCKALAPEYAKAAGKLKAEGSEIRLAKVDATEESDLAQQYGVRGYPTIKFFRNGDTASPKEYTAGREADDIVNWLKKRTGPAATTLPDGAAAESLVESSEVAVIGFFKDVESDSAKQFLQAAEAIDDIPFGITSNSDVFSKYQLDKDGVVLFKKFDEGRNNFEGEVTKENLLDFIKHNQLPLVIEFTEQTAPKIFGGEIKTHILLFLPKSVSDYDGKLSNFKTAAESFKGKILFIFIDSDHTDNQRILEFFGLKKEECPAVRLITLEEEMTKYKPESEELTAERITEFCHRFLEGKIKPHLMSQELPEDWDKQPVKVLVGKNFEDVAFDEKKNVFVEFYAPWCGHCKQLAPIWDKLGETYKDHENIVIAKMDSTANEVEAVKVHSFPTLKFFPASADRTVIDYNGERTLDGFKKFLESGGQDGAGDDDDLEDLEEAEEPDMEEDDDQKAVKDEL
NR2E3 ag-1 – human photoreceptor-specific nuclear receptor agonism; Q9Y5X4; CHO-S Gal4-NCOR/VP16-NR2E3 two-hybrid, luciferase; inhibition of corepressor binding, % at 3.98 µM; 0.35% of 360,000 active; AID 602229;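 active = inhibition above the mean of all tested compounds plus 3 SD, cut at about 70% in these data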;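 also: 0% = DMSO with NR2E3 transfected cells and 100% = cells lacking NR2E3 construct; higher means lower luciferase signal from less NR2E3 corepressor binding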
Target sequence (Q9Y5X4 whole entry, looked up, the tested form may be a part): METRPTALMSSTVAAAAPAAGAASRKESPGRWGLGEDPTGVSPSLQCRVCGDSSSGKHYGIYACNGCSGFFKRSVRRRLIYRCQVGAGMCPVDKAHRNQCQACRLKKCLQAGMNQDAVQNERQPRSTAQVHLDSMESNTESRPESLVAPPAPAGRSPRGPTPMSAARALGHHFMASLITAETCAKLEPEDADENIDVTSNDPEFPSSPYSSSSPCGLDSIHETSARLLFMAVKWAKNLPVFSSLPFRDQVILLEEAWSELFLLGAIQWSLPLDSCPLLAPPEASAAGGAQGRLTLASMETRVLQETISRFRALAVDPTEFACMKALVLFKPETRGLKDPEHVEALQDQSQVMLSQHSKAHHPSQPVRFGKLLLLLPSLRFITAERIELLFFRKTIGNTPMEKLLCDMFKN
HIF-2a inh – blocks HIF-2a reporter activity; 786-0 RCC cells HIF-2a reporter, luciferase luminescence, overnight; 0.72% of 360,000 active; AID 624352; inhibition, % at 18.8 µM;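 active = inhibition of the luminescence signal of 40% or more relative to plate controls, in a single-dose primary screen at 18.75 µM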
Peg3 promoter – inhibitors of Peg3 promoter | HeLa PEG-Prom luciferase reporter, luminescence, overnight | inhibition, % at 20 µM | 1.7% of 360,000 active | AID 588405;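 active = inhibition of at least 50% at 20 µM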
Granule exo inh – lytic granule exocytosis inhibition. 0.66% of 360,000 active. inhibition, % at 10 µM. AID 651702. TALL-104 LAMP-1 surface exposure, flow cytometry; cells stimulated with thapsigargin and PMA;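 active = inhibition above about 55%, limit read from the data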
Vif imaging – inhibitors of HIV Vif; 0.35% of 340,000 active; HEK293T cells, Vif self-association by quenched fluorescence, imaging, 24 h; inhibition, % at 7.49 µM; AID 602346; in the data active = inhibition above about 50%, passing the limit was not always enough; also: some results filed as inactive read as strong as hits
NR2E3 ag-2 – NR2E3 (human) agonism. 0.12% of 320,000 active. GST-NR2E3/biotin-RetCOR TR-FRET, 1536-well. AID 2300. inhibition of corepressor binding, % at 4.78 µM;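 active = percent inhibition above the cutoff of mean plus 3 SD of all tested compounds, set per screening campaign, cut at about 20% in these data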;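 also: 0% = DMSO wells and 100% = biotin wells as full block of FRET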
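Test system: GST-NR2E3 and biotin-RetCOR proteins | Quantity: 1.35 nM GST-tagged NR2E3 final | Medium: Tris pH 7.5 | Also added: 7 nM biotin-RetCOR | Dosing: Compound at 4.8 µM, single dose | Timing: 5 h at 4 °C | Detection: Time-resolved FRET | Read-out basis: Percent inhibition | Benchmarks: Biotin wells as high control, 0.6% DMSO wells as low control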
iPSC survival up – hiPSC single-cell survival enhancement; ATPlite luminescence; 100% = ROCK inhibitor wells, 0% = DMSO; survival enhancement, % at 20 µM; 0.044% of 360,000 active; in the data active = survival enhancement above about 18%;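 also: cells exposed to compounds for 16 hours before the ATP read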
aDG glyco up – increases alpha dystroglycan glycosylation; 0.22% of 360,000 active; activation, % at 10 µM; AID 624168; Pro5-aDG cells, alpha-DG glycosylation AlphaScreen (IIH6); 0% Pro5, 100% B10-LARGE cell signal;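 active = activation of at least 8% versus controls, or a plate z-score of at least 8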;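 also: Pro5 are CHO cells carrying HIG-tagged alpha-DG that lacks glycosylation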
CaV13 FRET inh – Primary screen for inhibitors of IQ motif and Ca2+-dependent inactivation inhibitor domain binding in CACNA1D, Förster resonance energy transfer in living cells, …. HEK cells, CFP/YFP FRET ICDI-IQ, plate reader, 10 min; percent FRET-ratio fall versus neutral wells. inhibition, % at 12.3 µM. 0.098% of 340,000 active;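 active = mean replicate inhibition of at least 30% and at least 1% of replicates passing that level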;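 also: 0% = median of the neutral control wells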
Numbers without * were called inactive.

Screening Cc1cccc(C(=O)n2c(=S)nc3ccccn32)c1 returned TRPM1 prom inh 11, PDI turbidity -24, NR2E3 ag-1 -100, HIF-2a inh -45, Peg3 promoter -220, Granule exo inh -3, Vif imaging 11, NR2E3 ag-2 1, iPSC survival up -7.0 and aDG glyco up 0.0.
`Cc1nc2ccc(C(=O)N3CCC(O)(Cc4ccccc4)CC3)cn2c1N(C)C(=O)CCc1ccccc1` gave PDI turbidity 4, NR2E3 ag-1 -23, HIF-2a inh 3, Peg3 promoter 6, Granule exo inh 7, Vif imaging -5, iPSC survival up -2.7, aDG glyco up -0.1 and CaV13 FRET inh -5.
Screening O=C1CCN(CCc2ccccc2)CCN1[C@H](CSc1ccc(Br)cc1)Cc1ccccc1 returned TRPM1 prom inh 7, PDI turbidity 1, NR2E3 ag-1 6, HIF-2a inh 6, Peg3 promoter 14, Granule exo inh 12, Vif imaging 11, NR2E3 ag-2 0, iPSC survival up -2.5, aDG glyco up 0.5 and CaV13 FRET inh -11.
For Cc1cccc(Nc2c([N+](=O)[O-])ccc3nonc23)c1C the results were TRPM1 prom inh 2, PDI turbidity 17, NR2E3 ag-1 -1, HIF-2a inh 5, Peg3 promoter -11, Granule exo inh 9, Vif imaging 4, iPSC survival up 0.3, aDG glyco up -0.2 and CaV13 FRET inh -4.
Screening N/C(=N\S(=O)(=O)c1cc(C(F)(F)F)cc(C(F)(F)F)c1)c1ccncc1 returned TRPM1 prom inh -3, PDI turbidity 1, NR2E3 ag-1 18, HIF-2a inh 6, Peg3 promoter 13, Granule exo inh -7, Vif imaging 7, NR2E3 ag-2 6, iPSC survival up 0.7, aDG glyco up 0.0 and CaV13 FRET inh -6.
CCOC(=O)C1(CCOc2ccccc2)CCN(Cc2ccc(C(=O)OC)cc2)CC1 was read as TRPM1 prom inh 14, PDI turbidity 12, NR2E3 ag-1 -25, HIF-2a inh 23, Peg3 promoter 25, Granule exo inh 44, Vif imaging -1, iPSC survival up -0.5, aDG glyco up 0.1 and CaV13 FRET inh -4.
`CN(C)CCOC(=O)CCc1ccccc1` gave TRPM1 prom inh -16, PDI turbidity -3, NR2E3 ag-1 0, HIF-2a inh 6, Peg3 promoter 7, Granule exo inh 0, Vif imaging -2, NR2E3 ag-2 4, iPSC survival up 4.6 and aDG glyco up -0.1.
Screening Cc1c(NC(=S)NC(=O)CSc2ccc(Cl)cc2)cccc1C(=O)O returned TRPM1 prom inh -4, PDI turbidity -2, NR2E3 ag-1 9, HIF-2a inh -19, Peg3 promoter -1, Granule exo inh 5, Vif imaging 0, NR2E3 ag-2 0, iPSC survival up 0.4, aDG glyco up -0.2 and CaV13 FRET inh -3.
Screening O=C(NCc1cccnc1)[C@@H]1CC=C[C@@H]2CCN(Cc3ccccc3)C(=O)[C@@H]21 returned TRPM1 prom inh -4, PDI turbidity 2, NR2E3 ag-1 -1, HIF-2a inh 7, Peg3 promoter 4, Granule exo inh 0, Vif imaging -1, NR2E3 ag-2 -4, iPSC survival up 0.5, aDG glyco up 0.0 and CaV13 FRET inh -9.
For CCC(C)N(C(=O)CSc1nc(-c2cccs2)nc2ccccc12)C1CCS(=O)(=O)C1 (configuration not stated) the results were TRPM1 prom inh 24, PDI turbidity 2, NR2E3 ag-1 27, HIF-2a inh 16, Peg3 promoter 44, Granule exo inh 18, Vif imaging -5, iPSC survival up 0.4, aDG glyco up -0.2 and CaV13 FRET inh -3.
`COc1ccc2c(c1)cc(C)c1nnc(SCC(=O)N(C)c3nc(-c4ccccc4)cs3)n12` gave TRPM1 prom inh -1, PDI turbidity 1, NR2E3 ag-1 2, HIF-2a inh 6, Peg3 promoter 44, Granule exo inh -4, Vif imaging -13, NR2E3 ag-2 3, iPSC survival up 6.3, aDG glyco up 0.0 and CaV13 FRET inh -5.
`O=C(O)CCn1cc(/C=C2\NC(=S)N(c3ccccc3)C2=O)c(-c2ccc(Br)cc2)n1` gave TRPM1 prom inh 4, PDI turbidity -3, NR2E3 ag-1 -59, HIF-2a inh 8, Peg3 promoter 4, Granule exo inh -8, Vif imaging -2, NR2E3 ag-2 0, iPSC survival up -0.6, aDG glyco up 0.0 and CaV13 FRET inh 1.
Screening c1ccc(C2CC(c3ccccc3)n3ncnc3N2)cc1 (configuration not stated) returned TRPM1 prom inh 3, PDI turbidity 13, NR2E3 ag-1 7, HIF-2a inh 23, Peg3 promoter 3, Granule exo inh 0, Vif imaging 13, NR2E3 ag-2 3, iPSC survival up -2.2 and aDG glyco up -0.1.
CC(C)n1c(SCC(=O)Nc2nncs2)nnc1C1CC1 was read as TRPM1 prom inh 3, PDI turbidity -5, NR2E3 ag-1 -23, HIF-2a inh 8, Peg3 promoter 14, Granule exo inh -1, Vif imaging -3, NR2E3 ag-2 0, iPSC survival up 0.0, aDG glyco up -0.2 and CaV13 FRET inh -6.
`CCCCNC(=O)CN1C(=O)c2cccc(N)c2C1=O` gave TRPM1 prom inh 2, PDI turbidity 4, NR2E3 ag-1 -14, HIF-2a inh 7, Peg3 promoter 3, Granule exo inh -5, Vif imaging 16, iPSC survival up -0.5, aDG glyco up -0.1 and CaV13 FRET inh -16.
`COc1cccc(-n2c(=O)c3sccc3n(CC(=O)NCC3CCCO3)c2=O)c1` (configuration not stated) gave TRPM1 prom inh 5, PDI turbidity -7, NR2E3 ag-1 -21, HIF-2a inh -4, Peg3 promoter -14, Granule exo inh -3, Vif imaging -9, NR2E3 ag-2 2, iPSC survival up -0.6, aDG glyco up 0.2 and CaV13 FRET inh -3.
`Cc1ccc(S(=O)(=O)N(C)Cc2nc(-c3ccc(Br)cc3)no2)cc1` gave TRPM1 prom inh 2, NR2E3 ag-1 -38, HIF-2a inh -4, Peg3 promoter 8, Granule exo inh -2, Vif imaging 12, NR2E3 ag-2 1, iPSC survival up -0.7, aDG glyco up -0.1 and CaV13 FRET inh -1.
Cc1ccc(C(=O)NCCc2nnc(SCC(=O)Nc3cccc(C(=O)O)c3)n2C)cc1 was read as TRPM1 prom inh 20, PDI turbidity 0, NR2E3 ag-1 -7, HIF-2a inh 11, Peg3 promoter 16, Granule exo inh -5, Vif imaging -1, iPSC survival up -0.3 and aDG glyco up -0.1.
`Cc1cccnc1NC(=O)CCNC(=O)c1ccc(Br)cc1` gave TRPM1 prom inh -7, PDI turbidity 3, NR2E3 ag-1 5, HIF-2a inh 0, Peg3 promoter -5, Granule exo inh 0, Vif imaging -8, iPSC survival up -0.4, aDG glyco up -0.1 and CaV13 FRET inh -7.
For COc1ccc(N2CC(C(=O)N[C@@H](C)C(=O)NC3CCCC3)CC2=O)cc1 (some centres not stated) the results were TRPM1 prom inh 4, PDI turbidity -1, NR2E3 ag-1 -1, HIF-2a inh 9, Peg3 promoter -1, Granule exo inh -2, Vif imaging 5, NR2E3 ag-2 3, iPSC survival up -0.6, aDG glyco up 0.0 and CaV13 FRET inh -6.

Among those listed so far, three contain an aryl methoxy group:
`COc1ccc2c(c1)cc(C)c1nnc(SCC(=O)N(C)c3nc(-c4ccccc4)cs3)n12` gave TRPM1 prom inh -1, PDI turbidity 1, NR2E3 ag-1 2, HIF-2a inh 6, Peg3 promoter 44, Granule exo inh -4, Vif imaging -13, NR2E3 ag-2 3, iPSC survival up 6.3, aDG glyco up 0.0 and CaV13 FRET inh -5.
`COc1cccc(-n2c(=O)c3sccc3n(CC(=O)NCC3CCCO3)c2=O)c1` (configuration not stated) gave TRPM1 prom inh 5, PDI turbidity -7, NR2E3 ag-1 -21, HIF-2a inh -4, Peg3 promoter -14, Granule exo inh -3, Vif imaging -9, NR2E3 ag-2 2, iPSC survival up -0.6, aDG glyco up 0.2 and CaV13 FRET inh -3.
For COc1ccc(N2CC(C(=O)N[C@@H](C)C(=O)NC3CCCC3)CC2=O)cc1 (some centres not stated) the results were TRPM1 prom inh 4, PDI turbidity -1, NR2E3 ag-1 -1, HIF-2a inh 9, Peg3 promoter -1, Granule exo inh -2, Vif imaging 5, NR2E3 ag-2 3, iPSC survival up -0.6, aDG glyco up 0.0 and CaV13 FRET inh -6.

Further records:
`O=C(CN1CCN(C(=O)c2ccco2)CC1)Nc1cc(Cl)ccc1Cl` gave TRPM1 prom inh 0, PDI turbidity -3, NR2E3 ag-1 -7, HIF-2a inh 26, Peg3 promoter 10, Granule exo inh -2, Vif imaging 22, NR2E3 ag-2 -1, iPSC survival up -2.2, aDG glyco up 0.1 and CaV13 FRET inh -4.
Screening CN(C)c1ccc(NC(=O)CN2CCC(O)(c3ccccc3)CC2)cc1 returned TRPM1 prom inh -4, PDI turbidity -1, NR2E3 ag-1 -31, HIF-2a inh 4, Peg3 promoter -3, Granule exo inh 0, Vif imaging -11, NR2E3 ag-2 3, iPSC survival up -0.3, aDG glyco up -0.2 and CaV13 FRET inh 1.
Screening CCN(CC)CC(=O)Nc1ccc(-c2nc3cc(NC(=O)CN(CC)CC)ccc3o2)cc1 returned TRPM1 prom inh -17, PDI turbidity 3, NR2E3 ag-1 -27, HIF-2a inh -78, Peg3 promoter 47, Granule exo inh 0, Vif imaging 2, NR2E3 ag-2 2, iPSC survival up -3.3, aDG glyco up 1.0 and CaV13 FRET inh 0.
`Cc1ccc2c(c1)[C@H]1[C@H](CO2)[C@H](c2ccccc2)[C@]2(C)C(=O)N(Cc3ccc(F)cc3)CC(=O)N12` gave TRPM1 prom inh -15, PDI turbidity 3, NR2E3 ag-1 -2, HIF-2a inh 19, Peg3 promoter 18, Granule exo inh 3, Vif imaging 2, iPSC survival up 2.1, aDG glyco up -0.3 and CaV13 FRET inh -6.

Screening results deposited in PubChem BioAssay by several laboratories.
